# LAP4 TOR yeast = alters LAP4-GFP fluorescence in TOR pathway yeast screen | S. cerevisiae LAP4-GFP multiplex, flow cytometry GFP, 3 h; median GFP as percent of DMSO wells | GFP response vs DMSO, % at 10 µM | actives 0.34% (n = 320,000);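 active means GFP response vs DMSO above a set limit, about the screen mean plus 3 SD, cut at about 150% in these data; inconclusive means under 70 cell events counted for the yeast strain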
# MEP2 TOR yeast = alters MEP2-GFP fluorescence in TOR pathway yeast screen | AID 2016 | actives 0.51% (n = 330,000) | S. cerevisiae MEP2-GFP strain, flow cytometry GFP, 3 h; 100% = DMSO control level | GFP response vs DMSO, % at 10 µM;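 active means GFP response versus DMSO above a set limit, roughly screen mean plus 3 SD, cut at about 180% in these data; inconclusive means fewer than 70 cells counted for a yeast strain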;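 further: median GFP fluorescence of the barcode-gated MEP2-GFP cells per well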
# Yeast superoxide = lowers age-related superoxide in aged yeast cells | S. cerevisiae aged cells, superoxide DHE fluorescence; stronger effect = lower value | superoxide response (% of plate mean), % at 10 µM | actives 0.18% (n = 330,000);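 active means superoxide response under a set limit, about three screen SD below normal, cut at about 65% in these data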;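 further: yeast aged for seven days with compound at 30 °C before DHE staining; 100% = average MFI of all compound-treated wells on the plate with controls excluded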
# CIT2 TOR yeast = modulators of TOR pathway CIT2-GFP in S. cerevisiae | S. cerevisiae CIT2-GFP strain, flow cytometry, 3 h; 100 means same as DMSO wells | AID 2029 | GFP response vs DMSO, % at 10 µM | actives 0.065% (n = 320,000);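 active means GFP response relative to DMSO above a set limit, near the screen mean plus 3 SD, cut at about 150% in these data; inconclusive means Fewer than 70 cells measured for a yeast strain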;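 further: ratio of well median GFP fluorescence to mean of DMSO wells on the plate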
# Efflux pump inh = blocks antifungal efflux pumps in multiplex yeast assay | inhibition, % at 10 µM | actives 0.44% (n = 330,000) | S. cerevisiae Candida pump triplex, Nile Red efflux;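 active means plate passing quality check with inhibition over a set limit, or well fluorescence over plate mean plus 4 SD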;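 further: Nile Red retained in pooled yeast measured as flow cytometry median fluorescence; 0% = buffer negative control and 100% = Enniatin B positive control; higher means more Nile Red kept so more efflux inhibition; some compounds called inactive have numbers as strong as hits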
# AGP1-GFP MLPCN = yeast TOR pathway AGP1-GFP modulation. S. cerevisiae AGP1-GFP multiplex flow cytometry, 3 h; GFP as percent of DMSO wells. GFP response vs DMSO, % at 10 µM. actives 0.02% (n = 320,000). AID 2066;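 active means GFP response relative to DMSO above a set limit, near screen average plus 3 SD, cut at about 150% in these data; inconclusive means fewer than 70 cells counted for the yeast strain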;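 further: median GFP channel fluorescence of the gated AGP1 strain per well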
# RPL19A TOR yeast = yeast TOR pathway RPL19A-GFP modulation; S. cerevisiae RPL19A-GFP strain, flow cytometry, 3 h; stronger effect = lower value; percent response vs DMSO, % at 10 µM; actives 0.3% (n = 330,000); AID 2025;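 active means percent response vs DMSO below 50%; inconclusive means fewer than 70 events counted for the yeast strain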;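 further: median channel GFP fluorescence of the barcoded RPL19A-GFP strain; ratio of sample median GFP to plate DMSO average so 100% = DMSO; lower means less RPL19A-GFP as with rapamycin TOR inhibition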
# AHR activator = human AHR activation | AHR-responsive luciferase reporter cells, luminescence | activation, % at 5 µM | actives 2.5% (n = 320,000) | AID 2796; in the data active means activation above about 47%;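 further: 0% = vehicle wells and 100% = reference agonist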
# Target sequence (P35869 whole entry, looked up): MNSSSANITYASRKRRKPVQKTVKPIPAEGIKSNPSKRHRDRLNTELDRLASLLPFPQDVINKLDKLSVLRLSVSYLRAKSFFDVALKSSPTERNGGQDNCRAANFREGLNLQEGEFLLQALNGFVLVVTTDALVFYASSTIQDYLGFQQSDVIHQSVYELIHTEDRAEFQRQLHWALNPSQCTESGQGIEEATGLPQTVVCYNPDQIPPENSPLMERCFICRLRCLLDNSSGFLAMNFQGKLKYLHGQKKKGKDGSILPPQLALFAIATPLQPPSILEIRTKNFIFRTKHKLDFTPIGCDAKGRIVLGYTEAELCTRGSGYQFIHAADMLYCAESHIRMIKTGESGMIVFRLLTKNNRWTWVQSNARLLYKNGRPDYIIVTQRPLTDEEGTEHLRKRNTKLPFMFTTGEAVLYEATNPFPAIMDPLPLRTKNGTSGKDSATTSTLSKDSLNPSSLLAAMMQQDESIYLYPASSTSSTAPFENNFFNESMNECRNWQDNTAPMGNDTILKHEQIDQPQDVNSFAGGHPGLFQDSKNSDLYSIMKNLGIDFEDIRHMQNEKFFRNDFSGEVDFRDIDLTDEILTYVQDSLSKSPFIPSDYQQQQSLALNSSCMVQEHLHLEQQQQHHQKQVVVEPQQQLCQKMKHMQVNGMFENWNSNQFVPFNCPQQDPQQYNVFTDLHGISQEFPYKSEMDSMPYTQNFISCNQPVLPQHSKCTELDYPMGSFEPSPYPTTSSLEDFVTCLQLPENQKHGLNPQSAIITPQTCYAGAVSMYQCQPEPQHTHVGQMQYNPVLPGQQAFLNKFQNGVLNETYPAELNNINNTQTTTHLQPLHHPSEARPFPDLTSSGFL
# Starred values were filed as active, the others as inactive; ? = inconclusive; nt = not tested or not shown; [ ] = remark or other dose. Not a hit list. About 3.9% of those tested had a hit in this group.
# Start of the listing, in advance (2 entries):
SMILES,LAP4 TOR yeast,MEP2 TOR yeast,Yeast superoxide,CIT2 TOR yeast,Efflux pump inh,AGP1-GFP MLPCN,RPL19A TOR yeast,AHR activator
COc1c(S(=O)(=O)NCCCn2ccnc2)ccc(Cl)c1Cl,95,109,94,107,-0.1,105,105,11
N=c1sccn1CC(=O)NC(c1ccccc1)c1ccccc1,94,101,94,102,-0.1,96,103,-2

# Results, previewed entries included:
SMILES,LAP4 TOR yeast,MEP2 TOR yeast,Yeast superoxide,CIT2 TOR yeast,Efflux pump inh,AGP1-GFP MLPCN,RPL19A TOR yeast,AHR activator
COc1c(S(=O)(=O)NCCCn2ccnc2)ccc(Cl)c1Cl,95,109,94,107,-0.1,105,105,11
N=c1sccn1CC(=O)NC(c1ccccc1)c1ccccc1,94,101,94,102,-0.1,96,103,-2
CC(C)C[C@H]1COCCS(=O)(=O)N1Cc1cccc(Cl)c1,111,84,101,83,0.1,78,82,-3
Fc1ccc(-c2csc(Nc3ccccn3)n2)cc1,105,105,105,87,0.0,93,100,83*
CN(C)S(=O)(=O)c1ccc(C(=O)OCC(=O)NC(=O)NCc2ccccc2)cc1,nt,96,101,87,-0.1,92,89,2
CN(C)c1cccc2c(S(=O)(=O)NCc3ccc(S(N)(=O)=O)cc3)cccc12,111,98,98,106,-0.2,98,97,-1
Cc1ccc(-c2cc(C(=O)NCc3ccccn3)c3ccccc3n2)cc1C,146,109,114,96,0.2,89,101,56*
CC1CCCCC1NC(=S)Nc1ccc(SC(F)F)cc1 (stereo not drawn),109,104,106,108,0.1,121,107,16
Cc1noc(C)c1CSc1nc2[nH]ncc2c(=O)n1-c1ccccc1,98,95,107,97,0.0,98,94,-3
COc1ccc(-c2c3c(=O)n(C)c(=O)n(C)c3cn2Cc2ccccn2)cc1,94,96,117,100,-0.1,103,98,3
c1nc(NCC2CCCO2)c2[nH]cnc2n1 (stereo not drawn),99,106,85,99,-0.1,99,100,4
CCc1ccc(-n2c(=O)c3c(C)c(C)sc3n(CC(=O)NCC3CCCO3)c2=O)cc1 (stereo not drawn),105,101,105,100,0.0,106,96,0
Cc1ccccc1C1c2[nH]c3ccccc3c2C[C@H]2C(=O)N(c3ccccc3C(=O)NCCCN3CCOCC3)C(=O)N12 (stereo partly drawn),98,98,100,92,0.3,94,96,14
Cn1c(N)c(C(=O)CSc2nnc(Cc3cccs3)n2C2CC2)c(=O)n(C)c1=O,104,99,95,95,0.0,111,104,2
COc1ccc(CCNC(=O)Cn2c(=O)n(CC3CCCO3)c(=O)c3ccccc32)cc1OC (stereo not drawn),101,96,88,88,0.1,97,97,2
COCCCn1c(SCC(=O)Nc2cccc(C)n2)nnc1-c1ccco1,80,90,92,80,0.1,89,98,7
COCCN1Cc2cccc(C(=O)Nc3ccc(C)cc3)c2C1=O,113,114,95,110,-0.3,104,107,-14
Cc1ccc(S(=O)(=O)N(C)CC(=O)Nc2cccnc2)cc1,103,105,101,103,-0.2,106,101,1
Nc1nc(Nc2ccc(Cl)cc2)n[nH]1,94,100,96,94,0.1,95,99,9
COc1cccc(Cn2c(NCC(C)C)nc3c2c(=O)n(C)c(=O)n3C)c1,94,93,115,86,0.0,94,94,0
O=C(CNC(=O)c1ccccc1)NCC(O)c1ccc([N+](=O)[O-])cc1 (stereo not drawn),97,108,95,112,-0.1,99,101,-2
O=C(COc1ccc(/C=N/NC(=O)c2cc3ccccc3o2)cc1Cl)Nc1ccccc1,99,103,110,99,0.1,95,97,0
Cc1ccc(C)c(C(=O)COC(=O)Cn2[nH]c(=O)c3ccccc3c2=O)c1,101,104,88,98,-0.1,101,101,2
COc1ccc(-c2nc(-c3cccnc3)no2)cc1OC,nt,102,88,nt,-0.1,nt,105,-4
O=C(O)C1CCN(c2nc(-c3ccccc3)nc3c2oc2ccccc23)CC1,114,98,111,72,0.0,87,86,7
Cc1cc(=O)oc2cc(OCC(=O)OCC(=O)Nc3ccccc3C(C)C)ccc12,97,104,79,104,-0.1,98,99,-3
Cc1ccc(CNC(=O)CN(C)C2=NS(=O)(=O)c3ccccc32)cc1,106,97,70,99,0.1,96,93,14
CC(=O)c1cccc(NC(=O)N2CCCC2C(=O)NCc2ccc3c(c2)OCO3)c1 (stereo not drawn),103,101,94,102,0.1,105,110,0
Cc1noc(C)c1-c1nc(CS(=O)(=O)c2ccc(Cl)cc2)no1,106,97,96,102,-0.2,105,94,-1
CCCCCCn1c(Br)nc2c1c(=O)n(C)c(=O)n2C,94,93,98,92,0.1,88,93,4
Cc1ccc(/C=N/N2CCN(C3c4ccccc4-c4ccccc43)CC2)o1,113,95,94,95,-0.1,107,87,2
CCN(CC)C(=O)CCSc1nnc(-c2ccco2)o1,118,100,84,93,0.0,106,104,2
COC(=O)c1nc(NC(=O)C(C)(C)C)n[nH]1,111,105,100,104,0.1,97,99,-1
COc1ccc(Cl)cc1C(=O)Nc1cccc2ncccc12,98,95,110,93,-0.1,86,96,66*
Cc1cc2ccccc2c(=O)n1CC(=O)Nc1ccc2c(c1)OCO2,104,108,102,104,0.1,105,105,5
O=C(CCn1cnc2ccccc2c1=O)Nc1nc2c(s1)CCCC2,107,99,116,100,0.1,102,107,31
CCOC(=O)C1=C(C)N=c2s/c(=C/c3ccc(OCC(=O)O)cc3)c(=O)n2C1c1ccc(SC)cc1 (stereo not drawn),102,118,104,103,0.0,99,101,nt
O=C(c1cc(-c2ccncc2)nc2ccc(Br)cc12)N1CCN(c2ccccn2)CC1,103,103,106,108,-0.1,111,101,12
CC1=C(C(=O)N(C)C)C(c2ccc(C)s2)NC(=S)N1 (stereo not drawn),83,85,92,82,0.5,80,93,2
O=C(c1ccco1)N1CCN(CC(O)COc2ccc3oc4ccccc4c3c2)CC1 (stereo not drawn),107,104,101,101,0.0,106,101,4
CCOc1cc(N2CCOCC2)c(OCC)cc1NC(=O)c1ccc(OC)c(S(=O)(=O)N2CCOCC2)c1,111,100,111,90,0.1,101,95,1
Cc1c(C(=O)OC(C)C)sc(N)c1C(=O)OC(C)C,103,94,88,81,0.2,91,98,3
Cc1c(C(=O)N2CCCCC2)c(S(=O)(=O)NCCc2ccc(S(N)(=O)=O)cc2)c(C)n1C,88,95,82,104,-0.1,98,95,1
O=C(c1cc([N+](=O)[O-])ccc1Cl)N1CCN(c2ccc([N+](=O)[O-])cc2)CC1,100,112,119,106,0.2,106,107,-1
OC(CN1CCOCC1)Cn1cnc2ccccc21 (stereo not drawn),99[may fluoresce violet],127[may fluoresce violet],115,?,0.3,93[may fluoresce violet],104[may fluoresce violet],0
O=C(Nc1cccc(F)c1)c1c(F)c(F)c(F)c(F)c1F,95,102,108,96,0.5,96,98,95*
CCOC(=O)c1c(NC(=O)CN2C(=O)NC3(CCCCC3)C2=O)sc(C)c1-c1ccc(C)cc1,91,95,93,98,-0.2,95,103,8
Cc1ccc2cccc(OCC(=O)N3CCc4ccccc43)c2n1,93,92,90,99,0.0,96,95,3
CCN1CCN(CCCN(Cc2ccco2)C(=S)Nc2ccc(Cl)cc2)CC1,100,100,94,96,0.1,98,97,-2
O=C(C1CCCN(S(=O)(=O)c2ccc(F)cc2)C1)N1CCCCC1 (stereo not drawn),95,98,89,104,-0.3,99,97,3

# Following part
SMILES,LAP4 TOR yeast,MEP2 TOR yeast,Yeast superoxide,CIT2 TOR yeast,Efflux pump inh,AGP1-GFP MLPCN,RPL19A TOR yeast,AHR activator
Cn1nc(C2CC2)cc1NC(=O)CC(CC(=O)O)c1ccccc1 (stereo not drawn),103,82,106,110,0.1,108,92,1
COc1ccc(NC(=O)Cn2c(=O)n(CC3CCCO3)c(=O)c3cc(OC)c(OC)cc32)c(OC)c1 (stereo not drawn),101,100,111,99,1.3,103,99,0
COCCNC(=O)CN(C(=O)CCC(=O)Nc1ccccn1)c1ccc(C)cc1C,99,100,97,103,0.0,104,99,2
COc1ccccc1Nc1nc(-c2sc(NC(=O)CC(C)C)nc2C)cs1,104,90,96,90,-0.1,88,102,71*
O=C(CN1CCN(S(=O)(=O)c2ccc(Cl)cc2)CC1)Nc1ccc2c(c1)OCCO2,87,100,103,94,-0.1,98,98,1
CN(C)c1nc2ccccc2c(N)c1-c1ccccc1,104,108,106,103,0.0,105,102,55*
CCOc1ccccc1Oc1ccc(C(F)(F)F)cn1,96,100,92,102,0.0,101,99,35
CN1C(C(=O)NCc2ccc(OC(F)(F)F)cc2)CC2Cn3c(nc4ccccc43)C21 (stereo not drawn),100,112,106,106,-0.1,108,102,0
Cc1ccccc1NC(=O)CSc1nnnn1C,86,93,60*,89,0.1,87,91,4
N#Cc1ccccc1S(=O)(=O)N1CCN(C(=O)c2cn(-c3ccccc3)nc2-c2cccnc2)CC1,102,100,80,101,-0.3,111,103,7

# Reformatted: entries from further up.
# Results follow in this order: LAP4 TOR yeast, MEP2 TOR yeast, Yeast superoxide, CIT2 TOR yeast, Efflux pump inh, AGP1-GFP MLPCN, RPL19A TOR yeast, AHR activator
Cc1ccc2cccc(OCC(=O)N3CCc4ccccc43)c2n1
    93, 92, 90, 99, 0.0, 96, 95, 3
CCN1CCN(CCCN(Cc2ccco2)C(=S)Nc2ccc(Cl)cc2)CC1
    100, 100, 94, 96, 0.1, 98, 97, -2
O=C(C1CCCN(S(=O)(=O)c2ccc(F)cc2)C1)N1CCCCC1 (stereo not drawn)
    95, 98, 89, 104, -0.3, 99, 97, 3
Cn1nc(C2CC2)cc1NC(=O)CC(CC(=O)O)c1ccccc1 (stereo not drawn)
    103, 82, 106, 110, 0.1, 108, 92, 1
COc1ccc(NC(=O)Cn2c(=O)n(CC3CCCO3)c(=O)c3cc(OC)c(OC)cc32)c(OC)c1 (stereo not drawn)
    101, 100, 111, 99, 1.3, 103, 99, 0
COCCNC(=O)CN(C(=O)CCC(=O)Nc1ccccn1)c1ccc(C)cc1C
    99, 100, 97, 103, 0.0, 104, 99, 2
COc1ccccc1Nc1nc(-c2sc(NC(=O)CC(C)C)nc2C)cs1
    104, 90, 96, 90, -0.1, 88, 102, 71*
O=C(CN1CCN(S(=O)(=O)c2ccc(Cl)cc2)CC1)Nc1ccc2c(c1)OCCO2
    87, 100, 103, 94, -0.1, 98, 98, 1
CN(C)c1nc2ccccc2c(N)c1-c1ccccc1
    104, 108, 106, 103, 0.0, 105, 102, 55*
CCOc1ccccc1Oc1ccc(C(F)(F)F)cn1
    96, 100, 92, 102, 0.0, 101, 99, 35
CN1C(C(=O)NCc2ccc(OC(F)(F)F)cc2)CC2Cn3c(nc4ccccc43)C21 (stereo not drawn)
    100, 112, 106, 106, -0.1, 108, 102, 0
Cc1ccccc1NC(=O)CSc1nnnn1C
    86, 93, 60*, 89, 0.1, 87, 91, 4
N#Cc1ccccc1S(=O)(=O)N1CCN(C(=O)c2cn(-c3ccccc3)nc2-c2cccnc2)CC1
    102, 100, 80, 101, -0.3, 111, 103, 7

# Next results follow.
SMILES,LAP4 TOR yeast,MEP2 TOR yeast,Yeast superoxide,CIT2 TOR yeast,Efflux pump inh,AGP1-GFP MLPCN,RPL19A TOR yeast,AHR activator
O=C1C2CCCCN2C(=O)N1CCCN1CCN(c2ccc(F)cc2)CC1 (stereo not drawn),92,110,102,100,0.0,95,102,-1
Cc1noc(C)c1C(=O)Nc1sc(C)c(-c2ccccc2)c1C#N,95,101,100,99,-0.5,97,nt,21
COc1ccc(/C=C/CN2CCN(CCc3ccccc3)C(CCO)C2)cc1 (stereo not drawn),99,95,96,98,-0.1,100,97,2
CCCOc1ccc(N2C(=O)CC(SC(=N)N3N=C(c4ccccc4)CC3c3ccccc3)C2=O)cc1 (stereo not drawn),131,114,108,87,0.3,98,93,0
Cc1cc([N+](=O)[O-])ccc1NC(=O)CCC(=O)N1CCCCCC1,104,103,109,107,0.0,96,102,-2
